Assay outcomes as filed in PubChem.
S100A4 MyoIIA – blocks human S100A4 binding to myosin IIA peptide. S100A4/TAMRA-MyoIIA peptide fluorescence polarization. inhibition, % at 10.7 µM. hit rate 0.14% among 360,000. AID 652163;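 active = mean inhibition of at least 70% across replicates, with every replicate also reaching that level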
Target sequence (P26447 whole entry, looked up): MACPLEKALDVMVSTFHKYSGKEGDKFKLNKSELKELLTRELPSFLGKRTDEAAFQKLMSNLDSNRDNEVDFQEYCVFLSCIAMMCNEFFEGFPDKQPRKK
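assay system = human S100A4 monomer with TAMRA-labelled myosin IIA peptide | also added = labelled myosin peptide probe, 5 nM | incubation = 5 min between mix addition and reading | control set = DMSO and TFP controls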
C2C12 statin – suppression of simvastatin myotoxicity | C2C12 myotubes + simvastatin, ATP luminescence, 48 h; scaled: DMSO 0, geranylgeraniol control 100 | rescue of ATP level, % at 7.49 µM | hit rate 0.78% among 330,000 | AID 602340;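 active = mean ATP rescue above about 67%, or every replicate alone reaching that limit, limit read from the data, passing the limit was not always enough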;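 also: myotubes were challenged with 10 µM simvastatin during compound exposure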
SIRT5 block – sirtuin-5 (human) deacylase inhibition; Q9NXA8; Purified SirT5, succinyl-peptide AMC, trypsin-coupled fluorescence; inhibition, % at 15 µM; hit rate 1.1% among 330,000; AID 652115; in the data active = inhibition above about 15%
Target sequence (Q9NXA8 whole entry, looked up): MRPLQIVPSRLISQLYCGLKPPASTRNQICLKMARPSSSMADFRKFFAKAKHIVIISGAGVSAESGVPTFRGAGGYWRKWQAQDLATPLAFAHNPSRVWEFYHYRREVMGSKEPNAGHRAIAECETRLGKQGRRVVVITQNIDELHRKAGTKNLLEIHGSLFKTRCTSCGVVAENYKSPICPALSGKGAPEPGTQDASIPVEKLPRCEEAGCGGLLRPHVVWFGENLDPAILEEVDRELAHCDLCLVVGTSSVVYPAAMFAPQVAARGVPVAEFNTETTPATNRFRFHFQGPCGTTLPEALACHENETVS
esBAF inh – inhibitors of esBAF chromatin remodeling in mouse ES cells; Bmi1-luciferase knock-in reporter, 24 h; 100% = twice the neutral-well signal; hit rate 2% among 350,000; AID 602393; reporter increase, % at 12.5 µM; in the data active = activation above about 40%;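 also: 0% = median of the plate's neutral control wells and 100% = double that signal; a rise in the Bmi1 reporter signal indicates esBAF inhibition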
LGR2 antag – inhibitors of bursicon-induced Drosophila LGR2 receptor cAMP signaling; inhibition, % at 9.99 µM; HEK293 LGR2, CRE-luciferase, bursicon-stimulated, 4 h; hit rate 0.35% among 380,000; AID 720647;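 active = drop in luminescence signal, shown as inhibition above about 50% in the replicate tests, limit read from the data, passing the limit was not always enough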;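 also: agonist challenge used bursicon conditioned medium at about half maximal strength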
Casp6 inh – inhibitors of human caspase-6 | inhibition, % at 12.5 µM | hit rate 0.53% among 350,000 | purified caspase-6, Z-VEID-R110 cleavage fluorescence | P55212;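 active = mean inhibition across replicates at least about 35%, with every replicate also reaching that limit, limit read from the data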;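 also: 0% = median of neutral control wells and 100% = no fluorescence left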
Target sequence (P55212 24-179 limits assumed): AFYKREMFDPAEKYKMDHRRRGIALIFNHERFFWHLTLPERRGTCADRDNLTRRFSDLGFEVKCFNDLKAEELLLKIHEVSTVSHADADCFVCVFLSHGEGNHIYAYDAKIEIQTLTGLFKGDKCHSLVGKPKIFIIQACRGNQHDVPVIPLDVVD
Target sequence (P55212 194-293 limits assumed): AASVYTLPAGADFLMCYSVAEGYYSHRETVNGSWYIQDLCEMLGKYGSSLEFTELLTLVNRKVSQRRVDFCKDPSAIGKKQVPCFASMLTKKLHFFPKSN
FN deposition inh – fibronectin deposition inhibition. inhibition, % at 12.6 µM. hit rate 0.086% among 350,000. AH1F fibroblasts, Alexa488-fibronectin deposition fluorescence, overnight;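 active = mean inhibition across replicates of 30% or more, regardless of how many single replicates reach that level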;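 also: positive control wells lacked labelled fibronectin entirely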
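Assay system: AH1F fibroblast monolayer, labelled fibronectin deposition. Amount: 10000 cells per well. Also added: labelled fibronectin 24 nM. Compound: single-point pinned compound. Incubation: cell attachment 1 h, compound and FN exposure overnight. Detection: fluorescence after three HBSS washes, excitation 485 nm, emission 525 nm. Read-out: inhibition of fibronectin deposition signal.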
* = called active by the depositor; · = not tested or not shown; & = joins results of further samples. Only part of the results is shown; the hit share may differ from the screen's.

SMILES | S100A4 MyoIIA | C2C12 statin | SIRT5 block | esBAF inh | LGR2 antag | Casp6 inh | FN deposition inh
CO[C@H]1CN(C)C(=O)c2cc(NC(=O)Nc3ccccc3F)ccc2OC[C@@H](C)N(CCC(F)(F)F)C[C@@H]1C | -11 | -5 | -6 | 0 | 0 | 0 | 1
CC(=O)c1cccc(CN2CCC(C(=O)Nc3ccc(Oc4cccnc4)cc3)CC2)c1 | -1 | 8 | -5 | -7 | -6 | -4 | 8
Cc1ccc(S(=O)(=O)N(CC(=O)O)Cc2ccccc2)cc1 | -2 | · | 3 | · | 0 | 1 | ·
O=C(CN1C(=O)c2ccccc2C1=O)Nc1ccc2c(c1)OCO2 | · | 30 | · | 3 | · | · | -1
C[C@H]1CN([C@@H](C)CO)C(=O)c2cc(NC(=O)CCC(F)(F)F)ccc2O[C@@H]1CN(C)Cc1ccc2c(c1)OCO2 | · | -12 | · | -2 | -11 | · | 0
Cc1noc(N)c1C1(O)C(=O)N(C(C)C)c2ccccc21 (configuration not stated) | 8 | 6 | 3 | 2 | 27 | 1 | -1
CCOc1ccc(Nc2ccc(S(=O)(=O)N3CCOCC3)cc2[N+](=O)[O-])cc1 | 7 | -2 | 3 | -5 | -1 | 0 | 2
COc1ccc(S(=O)(=O)N(C)C[C@@H]2OCCCC[C@H](C)Oc3ccc(NC(=O)Nc4ccc5c(c4)OCO5)cc3C(=O)N([C@H](C)CO)C[C@H]2C)cc1 | -11 | -6 | 2 | 2 | 7 | -1 | ·
O=C(NC1CC1)C1=C[C@H](C2CCCCC2)C[C@H](OCCCCO)O1 | -8 | -8 | -8 | 10 | -7 | 0 | -2
CCO/N=C(/C)c1c(O)c(C)c(-c2ccccc2)n(-c2ccccc2)c1=O | · | 26 | · | -3 | · | · | 1
CCCNC(=O)C[C@@H]1C[C@H]2c3cc(N(C)C)ccc3O[C@H]2[C@@H](CO)O1 | 7 | -3 | 2 | -3 | 1 | 21 | 2
O=C1C(C=NCCCN2CCCC2=O)=C(O)c2ccccc21 | · | 5 | · | 27 | · | · | -1
CSc1ccc(-c2nc(CSCC(=O)NCCCN3CCCC3=O)c(C)o2)cc1 | 4 | -1 | 0 | -10 | 13 | -4 | 6
CC(=O)NC[C@@H]1[C@@H](c2ccc(-c3cccc(F)c3)cc2)[C@H](CO)N1C(C)=O | -7 | -21 | -1 | -6 | -27 | 1 | ·
C[C@H](CO)N1C[C@H](C)[C@H](CN(C)Cc2ccccc2)Oc2ccc(NS(=O)(=O)c3ccccc3)cc2CC1=O | 87* | 18 | 6 | 3 | 12 | 6 | ·
Cc1cccc(NC(=O)CS(=O)CC(=O)Nc2cnc3ccccc3c2)c1C (configuration not stated) | 1 | -1 | -3 | 1 | 10 | -2 | 9
CCOc1ccc(-c2c(C(=O)N/N=C(\C)c3ccncc3)nnn2-c2nonc2N)cc1 | -1 | 0 | 0 | 3 | 8 | -7 | -10
C[C@@H]1CN([C@H](C)CO)C(=O)Cc2cc(N(C)C)ccc2O[C@H]1CN(C)S(=O)(=O)c1ccc(F)cc1 | 13 | 13 | · | 0 | 15 | 0 | ·
CO[C@@H]1CN(C)C(=O)c2cc(NC(=O)Nc3cccc(Cl)c3)ccc2OC[C@@H](C)N(C)C[C@H]1C | · | -158 | · | -4 | -5 | · | 16
CCS(=O)(=O)Nc1cccc(-c2nc3cccnc3s2)c1 | 3 | · | -1 | · | -37 | -4 | -3
CCN(C(=O)COC(=O)CCn1c(C)csc1=O)c1c(N)n(Cc2ccccc2)c(=O)[nH]c1=O | -1 | 21 | 1 | 0 | 24 | 1 | 6
COc1cccc(S(=O)(=O)Nc2ccc3c(c2)[C@H]2C[C@@H](CC(=O)NCc4cccc(F)c4)O[C@@H](CO)[C@H]2O3)c1 | -2 | -1 | 4 | 0 | 0 | 1 | -5
COc1ccc(S(=O)(=O)Nc2ccc3c(c2)C(=O)N([C@H](C)CO)C[C@H](C)[C@H](CN(C)C(=O)Nc2cccc4ccccc24)OCCCC[C@H](C)O3)cc1 | · | 16 | · | -6 | -5 | · | ·
CC(C)NC(=O)N[C@H]1CC[C@H](CCNS(=O)(=O)c2ccc(Cl)cc2)O[C@H]1CO | -6 | 0 | -4 | 6 | 19 | 1 | ·
CC(=O)Cn1ncc(N2CCCCC2)c(Cl)c1=O | -4 | · | 2 | · | -11 | -1 | ·
Cc1cc(C(C)(C)C)oc1C(=O)N(CC(=O)NC1CCCC1)Cc1ccccc1Cl | 7 | · | 2 | · | 10 | 9 | ·
COc1ccc(C2CC(c3ccccc3)=NN2C(=O)COC(=O)/C=C/c2ccc(O)c(OC)c2)cc1 (configuration not stated) | 2 | 51 | 1 | -1 | 0 | 1 | -9
CCc1cccc2c(C(=O)CSc3nncn3-c3ccc(OC)cc3)c[nH]c12 | 0 | · | -1 | · | -4 | -1 | ·
CCOc1ccc(C(=O)Nc2ccc(NC(=O)c3ccccc3)cc2)cc1Br | -2 | -19 | 11 | -5 | 7 | 0 | -5
O=C(NNC(=O)c1ccccc1Br)c1ccccc1Cl | 12 | · | -2 | · | 3 | 1 | 6
CCN1CCN(C(=O)C2CCC(=O)N(CCCN3CCCC3=O)C2)CC1 (configuration not stated) | 2 | 9 | 2 | -6 | 8 | 0 | 3
O=C1NC(c2ccc3c(c2)OCO3)Nc2ccccc21 (configuration not stated) | · | 12 | · | 34 | -33 | · | ·
COc1ccc(CN(C)C[C@@H]2Oc3c(NS(=O)(=O)c4ccc(Cl)cc4)cccc3C(=O)N([C@@H](C)CO)C[C@@H]2C)cc1 | 1 | 43 | -4 | 0 | -21 | -1 | ·
O=C(NC(=S)Nc1cccc(CO)c1)c1ccc(-c2ccccc2)cc1 | 1 | · | -2 | · | -86 | -2 | -3
CCCCS(=O)(=O)N1CCCc2nc(-c3ccc(F)cc3)ccc21 | -3 | · | · | · | -3 | 8 | 10
O=C(Nc1ccc(-c2cscn2)cc1)C1CCCN(Cc2ccc(CO)o2)C1 (configuration not stated) | 1 | -3 | -1 | 4 | 4 | 1 | ·
Cc1cc(=O)oc2cc(OCC(=O)NCCN3CCOCC3)c(Cl)cc12 | -3 | · | -2 | · | -5 | 1 | 0
O=C(CCC(NC(=O)OCc1ccccc1)C(=O)OCC(=O)N1CCCCC1)OCC(=O)N1CCCCC1 (configuration not stated) | · | 1 | · | -3 | · | · | -1
CC1(C)C2C(Cl)(Cl)C2(C)c2ccccc2N1C=O (configuration not stated) | -3 | · | 1 | · | -6 | 2 | -15
O=C(c1cccc(Br)c1)c1conc1C(=O)c1ccco1 | -2 | · | -1 | · | 12 | -1 | 0
CCN(CC)CCCN1C(=O)C(O)=C(C(=O)c2cc3cccc(OC)c3o2)C1c1ccncc1 (configuration not stated) | · | 9 | · | -6 | 34 | · | -4
CN1C(=O)c2cc(NC(=O)Nc3ccccc3Cl)ccc2OC[C@H]2O[C@@H](CC(=O)O)CC[C@@H]21 | · | -12 | · | 1 | -5 | · | -8
N#CCCn1cc(/C=C/C(=O)O)c(-c2ccc(F)cc2)n1 | 1 | · | 0 | · | 9 | -3 | ·
C[C@@H]1CN([C@H](C)CO)C(=O)c2cc(NC(=O)CCC(F)(F)F)ccc2O[C@@H](C)CCCCO[C@H]1CN(C)C(=O)c1ccncc1 | · | · | · | -6 | 18 | · | 6
COc1ccc(/C=N/N=C(\N)c2nonc2N)cc1OC | 0 | · | 6 | · | -98 | -3 | 6
Cc1c(C(=O)NNC(=O)c2ccncc2)oc2ccccc12 | 2 | 3 | -1 | 9 | -12 | 0 | -4
C[C@@H]1CN([C@H](C)CO)C(=O)c2cc(C#C[C@@H](C)O)cnc2O[C@@H]1CN(C)C(=O)Cc1ccncc1 | 5 | 6 | 3 | 1 | 0 | -3 | -7
CCCN(CCC)CCCNC(=O)c1cc2c(=O)n(C)c3ccccc3c2n1C | 3 | 9 | · | -7 | -26 | -11 | -13
C[C@H](CO)N1C[C@H](C)[C@@H](CN(C)C(=O)Nc2ccc3c(c2)OCO3)OCCCC[C@H](C)Oc2ccc(NC(=O)Nc3ccc4c(c3)OCO4)cc2C1=O | 3 | · | 8 | 45* | 2 | -1 | -16
O=C(CCC(=O)OCC(F)(F)C(F)F)NCc1ccccc1 | · | 3 | · | 0 | · | · | -1
COc1ccc(C(=O)NCc2cccnc2)cc1C(=O)NCc1cccnc1 | 1 | 7 | 2 | -4 | 13 | -9 | -5
CC(=O)Oc1ccc(N(C(C)=O)S(=O)(=O)c2ccccc2)c2ccccc12 | -5 | 0 | · | -3 | 13 | 1 | -2
CCCc1n(CC(O)COC2CCCCC2)c2ccccc2[n+]1C (configuration not stated) | 0 | -13 | -1 | -9 | -24 | 8 | ·
COc1ccc(-c2coc3c(C(=O)N4CCN(C)CC4)cccc23)c(C)c1 | 1 | -16 | · | -3 | -4 | 1 | 7
COc1ccc(C(C)C)cc1S(=O)(=O)NCCCn1ccnc1 | -1 | -12 | -2 | -10 | 9 | -38 | 5
CC(C)(C)c1ccc(S(=O)(=O)NC(Cc2ccccc2)C(=O)O)cc1 (configuration not stated) | · | 9 | · | -3 | 14 | · | ·
Cc1ccc(S(=O)(=O)N(C)C[C@@H]2OCc3cn(nn3)CCCC(=O)N([C@@H](C)CO)C[C@H]2C)cc1 | -2&-1&4 | 24&20&9 | -3&2&-6 | 1&-2&3 | -18&-7 | -1&2&0 | 3&2
COc1ccc(S(=O)(=O)N2CC(C)N(C(=O)N(C)C)C2C)cc1 (configuration not stated) | 1 | 7 | 11 | -8 | 19 | -1 | 0
COc1cccc(CN2CCC2(C)C(=O)NCc2cccc(C(F)(F)F)c2)c1OC (configuration not stated) | -3 | 5 | · | -7 | 17 | -1 | 6
Cc1n[nH]c(C)c1CCC(=O)N/N=C/C=C/c1ccccc1 | -5 | · | 0 | · | 11 | 1 | 6

Ordered by formula weight (highest first): part of the list above
SMILES | S100A4 MyoIIA | C2C12 statin | SIRT5 block | esBAF inh | LGR2 antag | Casp6 inh | FN deposition inh
C[C@H](CO)N1C[C@H](C)[C@@H](CN(C)C(=O)Nc2ccc3c(c2)OCO3)OCCCC[C@H](C)Oc2ccc(NC(=O)Nc3ccc4c(c3)OCO4)cc2C1=O | 3 | · | 8 | 45* | 2 | -1 | -16
COc1cccc(CN2CCC2(C)C(=O)NCc2cccc(C(F)(F)F)c2)c1OC (configuration not stated) | -3 | 5 | · | -7 | 17 | -1 | 6
CCCc1n(CC(O)COC2CCCCC2)c2ccccc2[n+]1C (configuration not stated) | 0 | -13 | -1 | -9 | -24 | 8 | ·
Cc1n[nH]c(C)c1CCC(=O)N/N=C/C=C/c1ccccc1 | -5 | · | 0 | · | 11 | 1 | 6

The list goes on.
SMILES | S100A4 MyoIIA | C2C12 statin | SIRT5 block | esBAF inh | LGR2 antag | Casp6 inh | FN deposition inh
Cc1ccc(C(=O)OC(C)CN2CCN(C)CC2)cc1 (configuration not stated) | 1 | 0 | 22* | 5 | -9 | 0 | -4
CNC(=O)c1nnc(Cc2ccc(F)cc2)o1 | 12 | 8 | · | -12 | 4 | -5 | -9
CNC[C@H]1OCCCC[C@@H](C)Oc2ccc(NS(C)(=O)=O)cc2C(=O)N([C@H](C)CO)C[C@@H]1C | · | 46 | · | -2 | 11 | · | ·
COc1ccc(Cl)cc1N1C(=O)C2CCCN2C1c1ccc(F)c(F)c1 (configuration not stated) | -1 | 3 | · | -4 | 13 | -1 | 0
COc1ccc(NC(=O)Nc2ccc(C(=O)N3CCOCC3)cc2)cc1OC | 1 | 2 | -3 | -4 | 2 | -4 | ·
c1ccc(N2CCN(c3nc4cc5c(cc4s3)OCO5)CC2)cc1 | · | 1 | · | 49* | · | · | 0
COc1ccc(-c2nc3oc4cc(OC)ccc4c(=O)c3c(=O)n2Cc2ccco2)cc1 | · | 17 | · | -2 | · | · | -14
COc1ccc(CN(C)C[C@@H]2Oc3c(NC(=O)C4CC4)cccc3C(=O)N([C@H](C)CO)C[C@H]2C)cc1 | 4 | 22 | -2 | -6 | 12 | 0 | 11
OC1CSc2nc3ccccc3n2C1 (configuration not stated) | -2 | -1 | 1 | -8 | · | 1 | -11
CC(=O)Nc1ccc2c(c1)n(C)c(=O)n2C | · | -4 | · | -11 | · | · | -3
